ELG1 repair inh: qHTS screen for small molecules that inhibit ELG1-dependent DNA repair in human embryonic kidney (HEK293T) cells expressing luciferase-tagged ELG1. Potency, µM (doses to about 46.1 µM), for inactives: at the highest dose activity change, negative = inhibition, most hits filed as inhibitors. HEK293T ELG1-luciferase reporter, luminescence, 16 h; DNA damage induced by 5-fluorouridine. hit rate 2.3% among 330,000. AID 504467, 2011; note: potency is the fitted concentration of half-maximal effect; % is set by controls: 0 for no effect and ±100 for the full control effect; nearly all actives have a fitted effect of over 55% in size
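Luminescence from the luciferase reporter, measured 30 min after ONE-Glo reagent at room temperature, was the read-out. Beforehand, 2,000 cells per well were exposed for 16 hr at 37 °C to 5-fluorouridine together with compound or vehicle.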
USP2a block: qHTS Assay for Inhibitors of Ubiquitin-specific Protease USP2a Using CHOP2 as the Reporter; Ubiquitin carboxyl-terminal hydrolase 2 (Homo sapiens), O75604; USP2 core, Ub-CHOP2 coupled fluorogenic reporter, 485/531; Potency, µM (titrated, usually from 38.3 µM), for inactives: at the highest dose activity change, negative = inhibition, usual class: inhibitors; hit rate 0.01% among 330,000;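 note: potency is the fitted concentration of half-maximal effect; plate controls were DMSO wells for no effect and full inhibition by NEM control for full effect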
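Deubiquitinase activity read as fluorescence (485/531 nm) after Ub-CHOP2 cleavage activates the enterokinase reporter on its substrate; USP2 core 10nM, Ub-CHOP2 and substrate 25nM each, 30min compound preincubation then 60min RT; data normalized to NEM, curves fitted.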
KCNH2 3.1 inh: qHTS for Inhibitors of KCHN2 3.1: Mutant qHTS; Potassium voltage-gated channel subfamily H member 2, brain isoform KCNH2 3.1 (human); U2OS KCNH2 3.1, thallium flux FluxOr; hits give low values; activity change, % (tested at about 1.8 µM); hit rate 0.95% among 340,000;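 active = maximum activity change below -70%; inconclusive = maximum activity change from -70% to -50%; inactive = maximum activity change above -50%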;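 note: thallium influx rate constant from kinetic fluorescence after stimulation buffer; % is set by controls: 0 for no effect and ±100 for the full control effect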
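Thallium flux via FluxOr fluorescence (Red40 quencher, 45 min loading) in U2OS cells virally expressing the KCNH2 3.1 isoform (1.77 x 10^8 /mL virus, overnight at 37 C). Rate constants from 2-min kinetic reads post-stimulation, normalised to positive and negative controls.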
TRPV1 ag: HTS Assay for Compounds that Act as Agonists of the Vanilloid Receptor 1; Transient receptor potential cation channel subfamily V member 1 (Homo sapiens), Q8NER1; TRPV1-expressing cells, Fluo-8 calcium influx, agonist mode; activation, % at 8.33 µM; hit rate 0.19% among 320,000; AID 540275, 2011; in the data active = activation above about 80%; inconclusive = between about 30% and that limit; note: 0% is about no effect
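TRPV1-expressing cells were cultured overnight at 35.5C and loaded with Fluo-8 calcium dye for 40 to 90 min at room temperature. After a 10 s baseline, compound was added and calcium influx was read kinetically for 3 min (ex 480/em 520 nm).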
KCNH2 WT inh: qHTS for Inhibitors of KCHN2 3.1: Wildtype qHTS; Voltage-gated inwardly rectifying potassium channel KCNH2 (Homo sapiens), Q12809; U2OS, BacMam KCNH2, thallium flux FluxOr; hits give low values; activity change, % at 1.84 µM; hit rate 0.37% among 340,000; AID 720551, 2013;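 active = maximum activity change below -70%; inconclusive = maximum activity change between -70% and -50%; inactive = maximum activity change above -50%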; note: % is set by controls: 0 for no effect and ±100 for the full control effect
Target sequence (Q12809 whole entry, looked up): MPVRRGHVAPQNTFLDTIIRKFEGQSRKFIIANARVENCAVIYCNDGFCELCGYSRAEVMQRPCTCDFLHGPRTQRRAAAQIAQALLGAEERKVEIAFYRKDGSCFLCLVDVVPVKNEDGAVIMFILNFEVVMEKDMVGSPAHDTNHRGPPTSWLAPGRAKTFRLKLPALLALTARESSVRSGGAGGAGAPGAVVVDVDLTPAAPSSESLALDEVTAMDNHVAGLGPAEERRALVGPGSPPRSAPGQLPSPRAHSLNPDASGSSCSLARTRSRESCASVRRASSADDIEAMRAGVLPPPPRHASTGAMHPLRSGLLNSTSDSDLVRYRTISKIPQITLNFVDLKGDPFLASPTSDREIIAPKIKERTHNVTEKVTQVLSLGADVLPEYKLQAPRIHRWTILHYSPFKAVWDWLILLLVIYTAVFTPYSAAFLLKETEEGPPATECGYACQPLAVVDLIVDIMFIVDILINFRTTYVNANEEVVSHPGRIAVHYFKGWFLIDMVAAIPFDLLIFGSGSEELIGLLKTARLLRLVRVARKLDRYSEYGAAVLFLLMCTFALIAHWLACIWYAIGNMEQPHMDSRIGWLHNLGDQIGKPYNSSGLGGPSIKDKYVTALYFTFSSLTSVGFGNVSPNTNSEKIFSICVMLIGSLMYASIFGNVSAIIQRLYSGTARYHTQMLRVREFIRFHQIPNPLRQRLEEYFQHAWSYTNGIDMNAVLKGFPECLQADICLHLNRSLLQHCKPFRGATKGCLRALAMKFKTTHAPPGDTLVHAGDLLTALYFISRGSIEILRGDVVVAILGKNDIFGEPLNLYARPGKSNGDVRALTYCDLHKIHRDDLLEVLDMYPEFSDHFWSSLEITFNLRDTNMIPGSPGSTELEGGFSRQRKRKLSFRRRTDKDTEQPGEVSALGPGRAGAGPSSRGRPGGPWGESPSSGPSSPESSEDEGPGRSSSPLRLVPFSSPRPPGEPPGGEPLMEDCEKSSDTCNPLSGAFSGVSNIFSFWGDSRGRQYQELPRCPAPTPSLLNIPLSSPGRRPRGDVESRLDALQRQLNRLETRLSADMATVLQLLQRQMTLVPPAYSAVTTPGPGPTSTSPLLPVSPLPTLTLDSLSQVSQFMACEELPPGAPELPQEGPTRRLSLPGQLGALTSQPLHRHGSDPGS
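U2OS cells were transduced with wild-type KCNH2 virus (2.03 x 10^8 / mL) for 4 h at room temperature, then cultured overnight at 37 C. Thallium flux was read with FluxOr dye. Rate constants were normalized to DMSO controls.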
Mito fusion yeast: qHTS Assay for Small Molecule Inhibitors of Mitochondrial Division or Activators of Mitochondrial Fusion; hit rate 0.23% among 320,000; S. cerevisiae fusion-defective mutant growth rescue, CellTiterGlo 48 h; Potency, µM (titrated, usually from 46.1 µM), without a hit: at the top dose growth rescue (activation), usual class: activators;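 note: potency is the fitted concentration of half-maximal effect; % of control where 0% means no effect; nearly all actives have a fitted effect of over 45% in size; temperature-sensitive fusion mutants such as fzo1-1 at 37 °C on non-fermentable ethanol glycerol medium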
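Growth-rescue viability read-out: after 48 h at the non-permissive 37C in glycerol/ethanol YPEG, yeast mitochondrial fusion mutants are measured by CellTiterGlo luminescence; compounds (23 nl pinned per well) restoring growth score as division inhibitors or fusion activators.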
TCR activator: Activators of T cell receptors: qHTS campaign. primary human leukocytes, anti-CD3, IL-2 HTRF, 48 h. 330,000 tested, under 10 active. AID 504894, 2011. Potency, µM (highest dose often 9.22 µM), for the others: top-dose activation of IL-2 secretion, usual class: activators; note: % of control where 0% means no effect
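Activity was scored as IL-2 release from primary human leukocytes given only a TCR signal (a-CD3 beads) plus compound for 48 hr. Detection used a two-antibody HTRF format read at 665nm.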
A-T KAP1 phos: qHTS Assay for Identifying a Potential Treatment of Ataxia-Telangiectasia | […] A-T fibroblasts, KAP-1 phosphorylation AlphaLISA; neocarzinostatin DNA damage 30 min before lysis | Potency, µM (top dose mostly 57.5 µM), for inactives: at the highest dose activation, most hits filed as activators | hit rate 0.19% among 320,000 | AID 485349, 2010; note: potency is the fitted concentration of half-maximal effect; % of control where 0% means no effect; nearly all actives have a fitted effect of over 45% in size
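hTERT-immortalized A-T patient fibroblasts ([…]), 500 cells/well in OPTI-MEM, 1% FBS, got compounds for 60 min, then NCS for 30 min at 37C. Lysates were then assayed for phospho-KAP-1 by AlphaLISA (anti-pKAP1 donor, anti-KAP1 acceptor beads), 6 hr at 25C.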
Eya2 phos inh: qHTS Assay for Inhibitors of the Phosphatase Activity of Eya2; Protein phosphatase EYA2 (Homo sapiens), O00167; recombinant Eya2, OMFP fluorescence dephosphorylation (OMFP is methylfluorescein phosphate); Potency, µM (highest dose often 76.9 µM), inactives show at the highest dose activity, negative = inhibition, most hits filed as inhibitors; hit rate 0.006% among 330,000; note: potency is the fitted concentration of half-maximal effect; % is set by controls: 0 for no effect and ±100 for the full control effect
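Eya2 protein (added as 0.2 uM solution) was preincubated with compound for 10 min at ambient temperature in 50 mM HEPES pH 7.5, 50 mM NaCl, 5 uM MgCl2, 0.05% BSA, 1 mM DTT. OMFP (added at 50 uM) then reacted 10 min; fluorescence read at 485/525 nm.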
TSHR antag: Antagonists of the Thyroid Stimulating Hormone Receptor: HTS campaign; TSHR-expressing cells, TSH-stimulated cAMP HTRF, 2 h; hits give low values; activity change, negative = inhibition, % at 11.5 µM; hit rate 0.2% among 330,000; AID 504810, 2011;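 active = activity change below a set negative limit, meaning inhibition stronger than a set level, cut at about -70% in these data; inconclusive = activity change between two set negative limits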; note: % is set by controls: 0 for no effect and ±100 for the full control effect
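Cell-based HTRF cAMP assay; TSHR cells + compound, TSH EC80 (4nM final), 2 h, 37 deg C. Lysis with anti-cAMP cryptate and cAMP-d2, 30 min RT, read 665/620 nm.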
Numbers without * were called inactive; ? = inconclusive; . = not tested or not shown; [ ] = remark or other dose. Unless noted, calls come from the whole dose curve; as a rule, active = well fitted curve in the direction sought with a large enough effect; inconclusive = small, poorly fitted or top-dose-only effect, or another doubt; inactive = no such curve, though single readings can be large; an effect the other way counts as inactive or inconclusive. The list is partial, so the mix of outcomes need not match the whole.

SMILES	ELG1 repair inh	USP2a block	KCNH2 3.1 inh	TRPV1 ag	KCNH2 WT inh	Mito fusion yeast	TCR activator	A-T KAP1 phos	Eya2 phos inh	TSHR antag
CCOc1cc(/C=C2\SC(=S)N(NC(=O)c3cccnc3)C2=O)ccc1O	7%	-1%	-10	1	-12	0%	2%	-5%	11%	3
CCOCCCn1c(C)nc2c(c1=O)c1nc3ccccc3nc1n2-c1ccc(C)cc1	4%	-5%	-5	3	28	-4%	-11%	1%	-3%	1
NS(=O)(=O)c1ccc(NC(=O)COC(=O)c2ccco2)cc1	9%	-1%	-5	0	3	-7%	16%	-9%	8%	5
O=C(CSc1ccc2c(c1)OCCO2)NCc1ccccc1	0%	-1%	-4	26	.	13%	6%	3%	12%	-8
CC(=O)Nc1ccc(NC(=O)c2ccccc2C)cc1	22%	-2%	-5	-1	-9	-6%	-3%	-2%	13%	4
COc1ccc(C)cc1NC(=O)c1sc2nc(C)nc(N3CCOCC3)c2c1C	?	1%	22	10	-5	9%	2%	7%	9%	1
Cc1cc(C)nc(N/N=C/c2cccc(Cl)c2)n1	?	2%	28	0	.	-2%	-6%	-2%	-14%	2
Cc1ccc(-c2csc3nc(SCC(=O)Nc4ccc(Cl)c(C(=O)O)c4)[nH]c(=O)c23)cc1	?	0%	-4	-3	10	-2%	-2%	-8%	3%	-5
Cc1cccc(N2CCN(C(=O)CCS(=O)(=O)c3ccc(Br)cc3)CC2C)c1 (centres undefined)	?	-2%	-18	28	1	-9%	-4%	-3%	7%	-8
COc1ccc2[nH]c3c(c2c1)CCN1C(=O)C(CC(=O)NCCC2=CCCCC2)C[C@H](C(=O)N2CCOCC2)[C@@]31CCC1CCCC1 (some centres undefined)	24%	3%	2	.	10	.	-2%[46.1 µM]	16%	8%	13
Nc1ccc(Nc2ccccc2)cc1	-11%	2%	5	0	-15	-5%	.	-4%	0%	-31
CCC(=O)N(Cc1cccs1)C1CCOC(C)(C)C1 (centres undefined)	11%	-4%	6	2	18	4%	-51%	-4%	23%	-5
CN1CCN(Cc2nnc(-c3ccccc3)o2)CC1	13%	1%	10	-3	4	-5%	2%	2%	0%	5
O=C(COc1ccccc1)NCC(=O)NC1CCCCC1	16%	-1%	11	2	-2	1%	5%	3%	7%	13
O=C(NCc1cc([N+](=O)[O-])ccc1O)c1cccc(NS(=O)(=O)c2ccccc2)c1	-13%	3%	1	2	-6	0%	2%	3%	7%	-12
CCN(Cc1ccccc1)S(=O)(=O)c1ccc(C(=O)N(CCCN(C)C)c2nc3cc4c(cc3s2)OCCO4)cc1	-11%	1%	4	-1	0	4%	-3%	1%	-6%	0
CN(CC(=O)NCc1ccccn1)S(=O)(=O)c1ccc(Cl)cc1	2%	-1%	12	1	3	3%	2%	5%	11%[15.4 µM]	-10
CCOc1ccc(S(=O)(=O)N(CC(=O)NCc2ccncc2)c2ccc(C)cc2)cc1	0%	2%	2	20	14	0%	-1%	5%	-4%	-14
Cc1cccc(NC(=O)NC2CCCc3ccccc32)c1 (centres undefined)	1%	-2%	-6	25	0	-3%	0%	9%	-9%	-15
CC(/C=N/NC(=O)c1c(Br)cnn1C)=C\c1ccccc1	?	-1%	-37	?	-6	0%	0%[46.1 µM]	-3%	-6%	0
COc1cccc(/C=C/C(=O)Nc2ccc(OC)nc2)c1	18%	0%	10	?	-8	5%	-4%	-7%	2%	12
O=C/C(=C\Nc1ccc(Cl)cn1)c1nc2cc(Cl)ccc2o1	.	.	-21	15	3	-2%	1%	.	.	.
O=C(CSc1ccccn1)Nc1ccc(Br)cn1	?	0%	22	17	5	-3%	-1%	4%	1%	1
Cc1ccc(NC(=O)CNC(=O)Cn2cnc3sc(C)c(C)c3c2=O)cc1F	8%	3%	-1	1	-2	1%	0%	3%	-9%	2
CC(C)NC(=O)C(=O)NC1CCCCCC1	?	0%	-4	4	-9	0%	-1%	.	-2%	-5
O=C(CNC(=O)c1ccco1)NNC(=O)c1ccc(Br)cc1	?	3%	-14	.	-20	.	2%	-4%	-11%	-12
COc1ccc(/C=N/NC(=O)c2cc(C)on2)c2ccccc12	-14%	3%	5	.	8	-5%	-7%	1%	-2%	-7
COc1ccc(-c2nn(CC(=O)N(C)C)c(=O)c3ccccc23)cc1	9%	1%	-3	-2	-3	1%	0%	-8%	-15%	-4
COc1ccc(S(=O)(=O)NNC(=O)c2cc3ccccc3o2)cc1	-7%	2%	.	-3	42	-3%	0%[46.1 µM]	0%	0%	24
CCCN(C(=O)CSc1nnc(-c2ccoc2C)n1N)C1CCS(=O)(=O)C1 (centres undefined)	0.65µM*	1%	-2	-4	0	2%	.	.	2%	-9
COCCNC(=O)COc1ncnc2scc(-c3ccc(F)cc3)c12	-11%	-1%	-112*	-1	-16	1%	-7%	0%	-1%	-1
COc1ccc(Cn2nnnc2C(c2cc3cccc(C)c3[nH]c2=O)N2CCN(C)CC2)cc1 (centres undefined)	10%	4%	12	1	.	-2%	-6%	0%	-2%	-6
COc1ccc(Cc2nnc(NC(=O)c3ccc(C)cc3)s2)cc1OC	1%	0%	5	4	-1	3%	-2%	3%	2%	-10
CCOc1cc(N2CCOCC2)c(OCC)cc1NC(=O)Cn1cnc2c(=O)n(C)c(=O)n(C)c21	5%	2%	11	2	6	-1%	3%	-7%	-4%	19
CCn1c(=O)c2cc(C(=O)N3CCCC3)sc2c2ccccc21	-12%	3%	.	21	.	-1%	.	0%	0%	7
N#Cc1nnn(Cc2ccccc2)c1N	17%	0%	3	-7	-5	3%	-13%	3%	5%	25
CCOC(=O)CCCCC(=O)c1[nH]c(=O)[nH]c1CN1CCOCC1	3%	2%	-7	1	-2	-2%	-4%	6%	3%	-1
Cc1ccccc1NC(=O)C(=O)NCc1ccccn1	?	1%	1	-1	1	0%	3%	2%	-2%	-6
Cc1ccc2sc(N(CCN(C)C)C(=O)c3ccc(S(=O)(=O)N4CC(C)OC(C)C4)cc3)nc2c1C (centres undefined)	11%	-1%	-15	14	17	-2%	3%	4%	20%	-5
CC(C)[C@H]1C(=O)Nc2ccccc2N1C(=O)N[C@@H](Cc1ccccc1)C(=O)N[C@@H](Cc1ccccc1)C(=O)O	18%	0%	8	-3	-8	0%	2%	-3%	2%	-3

Retrieved by compound from above, 2 records:
SMILES	ELG1 repair inh	USP2a block	KCNH2 3.1 inh	TRPV1 ag	KCNH2 WT inh	Mito fusion yeast	TCR activator	A-T KAP1 phos	Eya2 phos inh	TSHR antag
COc1ccc(Cc2nnc(NC(=O)c3ccc(C)cc3)s2)cc1OC	1%	0%	5	4	-1	3%	-2%	3%	2%	-10
CCCN(C(=O)CSc1nnc(-c2ccoc2C)n1N)C1CCS(=O)(=O)C1 (centres undefined)	0.65µM*	1%	-2	-4	0	2%	.	.	2%	-9

Record cards, from the list above.
Cc1ccc2sc(N(CCN(C)C)C(=O)c3ccc(S(=O)(=O)N4CC(C)OC(C)C4)cc3)nc2c1C (centres undefined) in the list: ELG1 repair inh: 11%; USP2a block: -1%; KCNH2 3.1 inh: -15; TRPV1 ag: 14; KCNH2 WT inh: 17; Mito fusion yeast: -2%; TCR activator: 3%; A-T KAP1 phos: 4%; Eya2 phos inh: 20%; TSHR antag: -5
Cc1ccccc1NC(=O)C(=O)NCc1ccccn1 in the list: ELG1 repair inh: ?; USP2a block: 1%; KCNH2 3.1 inh: 1; TRPV1 ag: -1; KCNH2 WT inh: 1; Mito fusion yeast: 0%; TCR activator: 3%; A-T KAP1 phos: 2%; Eya2 phos inh: -2%; TSHR antag: -6

Source: PubChem BioAssay (National Center for Advancing Translational Sciences (NCATS))
